# UBC13 inh: inhibitors of human UBC13 polyubiquitin chain formation. P61088. TR-FRET. inhibition, % at 20 µM. 330,000 tested, 0.47% active. AID 485273; in the data active = inhibition above about 45%, passing the limit was not always enough; inconclusive = no clear call, values can overlap the other calls
# Target sequence (P61088 whole entry, looked up): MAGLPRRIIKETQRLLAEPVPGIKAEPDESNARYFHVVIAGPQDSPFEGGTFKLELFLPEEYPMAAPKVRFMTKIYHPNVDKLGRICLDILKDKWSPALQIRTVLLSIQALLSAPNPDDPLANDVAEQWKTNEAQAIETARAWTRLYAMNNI
# PfGluPho inh: PfG6PD (Plasmodium falciparum) enzyme inhibition. 350,000 tested, 0.78% active. inhibition, % at 20 µM. PfGluPho enzyme, NADPH resazurin-diaphorase fluorescence;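 active = inhibition reaching at least a set limit at 20 µM in the primary screen, cut at about 59% in these data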;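 also: 0% = DMSO wells with substrate and 100% = DMSO wells lacking glucose-6-phosphate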
# SENP8 block-1: blocks human SENP8 cleavage of Nedd8 substrate; Q96LD8; recombinant SENP8, Nedd8 substrate fluorescence; inhibition, % at 20 µM; 360,000 tested, 0.64% active; AID 602440; in the data active = inhibition mostly above about 40%, no sharp cut-off; inactive = mostly below about 27%
# HKDC1 inh: inhibitors of human hexokinase HKDC1; Q2TB90; recombinant HKDC1, G6PDH/diaphorase resazurin coupled fluorescence; inhibition, % at 20 µM; 340,000 tested, 0.16% active; AID 493160;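 active = inhibition above about 35% when tested at 20 µM, limit read from the data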;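 also: plate controls were DMSO wells with enzyme for no effect and DMSO wells lacking enzyme for full effect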
#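 Material: recombinant HKDC1 hexokinase; Amount: HKDC1 at 5 µg/mL; Medium: Tris pH 8.0 buffer with MgCl2, Tween-20, BSA, BME; Schedule: 90 min reaction incubation at room temperature, dark; Technique: coupled resazurin fluorescence, excitation 525 nm, emission 613 nm.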
# SENP6 inh: blocks the human protease SENP6. Recombinant SENP6 catalytic domain, aminoluciferin luminescence. 330,000 tested, 1.8% active. Q9GZR1. inhibition, % at 10 µM. AID 2599;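 active = inhibition above about 50% at the single tested dose, limit read from the data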;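 also: plate controls were DMSO wells with enzyme for no effect and DMSO wells lacking enzyme for full effect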
# Target sequence (Q9GZR1 628-1112 limits assumed): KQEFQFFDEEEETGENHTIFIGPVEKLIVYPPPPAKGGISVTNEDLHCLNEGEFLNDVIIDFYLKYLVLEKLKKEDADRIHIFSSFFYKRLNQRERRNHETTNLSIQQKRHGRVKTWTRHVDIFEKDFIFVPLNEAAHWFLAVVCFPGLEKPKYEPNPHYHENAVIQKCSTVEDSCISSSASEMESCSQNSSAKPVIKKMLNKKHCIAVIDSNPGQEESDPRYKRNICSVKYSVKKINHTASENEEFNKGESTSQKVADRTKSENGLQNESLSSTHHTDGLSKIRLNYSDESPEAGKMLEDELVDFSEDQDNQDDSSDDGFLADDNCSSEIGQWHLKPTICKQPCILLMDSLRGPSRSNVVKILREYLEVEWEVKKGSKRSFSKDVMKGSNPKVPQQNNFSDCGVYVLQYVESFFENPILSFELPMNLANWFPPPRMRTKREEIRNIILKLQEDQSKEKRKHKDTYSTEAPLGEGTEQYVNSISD
# SENP7 inh: blocks the human protease SENP7; inhibition, % at 5 µM; 330,000 tested, 1.5% active; recombinant SENP7, Z-RLRGG-aminoluciferin luminescence, 40 min; Q9BQF6;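 active = inhibition above about 50% at the single test dose, limit read from the data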;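 also: plate controls were DMSO with enzyme for no effect and no enzyme buffer wells for full effect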
# Target sequence (Q9BQF6 706-1050 limits assumed): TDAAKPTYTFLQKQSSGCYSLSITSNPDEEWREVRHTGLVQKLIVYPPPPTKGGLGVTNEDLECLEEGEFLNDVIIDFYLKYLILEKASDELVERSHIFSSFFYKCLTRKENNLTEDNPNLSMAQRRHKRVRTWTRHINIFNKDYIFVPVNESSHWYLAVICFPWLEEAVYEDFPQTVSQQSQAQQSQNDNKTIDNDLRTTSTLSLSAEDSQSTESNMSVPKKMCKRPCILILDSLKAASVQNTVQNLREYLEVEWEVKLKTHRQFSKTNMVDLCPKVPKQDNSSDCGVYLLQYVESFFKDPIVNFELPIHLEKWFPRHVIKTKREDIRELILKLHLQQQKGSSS
# SENP1 inh: blocks the human SENP1 SUMO protease catalytic domain; inhibition, % at 10 µM; recombinant SENP1 catalytic domain, CyPet-SUMO1-YPet FRET cleavage; Q9P0U3; 360,000 tested, 0.21% active;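 active = inhibition at least 30% at 10 µM, raw YFP signal under a set limit, fluorescence ratio 0.5 to 1.5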;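 also: 0% = enzyme with DMSO and 100% = no enzyme wells; some results filed as inactive read as strong as hits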
#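 Assay system: hSENP1 catalytic domain, recombinant. Amount: SENP1 enzyme, 20 pM final. Schedule: 50 min reaction, RT, dark. Technique: FRET, CFP and YFP emission. Control set: no-enzyme wells low, DMSO-plus-enzyme wells high control.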
# SENP8 block-2: SENP8 protease inhibition; Q96LD8; purified SENP8, Z-RLRGG-aminoluciferin cleavage, luminescence; inhibition, % at 10 µM; 330,000 tested, 1.2% active; AID 2540; in the data active = inhibition above about 50%
# beta cell repl: inducers of beta-cell replication in MIN6 cells; proliferation, % at 10 µM; MIN6 cells proliferation, ATPlite luminescence, 48 h; cells starved in 0.2% serum; 100% = growth in 10% serum; AID 2380; 330,000 tested, 0.29% active;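 active = compounds whose signal lies at least 3.5 SD above the mean of all wells on their plate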;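 also: 0% = DMSO-treated cells in low-serum medium and 100% = 10% serum control; some compounds called inactive have numbers as strong as hits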
# Starred values were filed as active, the others as inactive; i = inactive; ? = inconclusive; / = no result given.
# Each structure is followed by: UBC13 inh	PfGluPho inh	SENP8 block-1	HKDC1 inh	SENP6 inh	SENP7 inh	SENP1 inh	SENP8 block-2	beta cell repl
CCN(CC)c1ccc(-c2nc3cnccn3c2NC2CCCC2)cc1
 : 12	-3	-276	6	-10	11	-25	1	-5
CCCCN(C)CCNC(=O)c1cc(-c2cccnc2)nc2ccc(S(=O)(=O)N3CCC(C)CC3)cc12
 : 30	-14	11	-15	5	-1	1	-2	-1
CC1=C(C(=O)Nc2ccccc2)C(c2ccc(C)cc2)N=C(Nc2nc3ccccc3o2)N1 (stereo not drawn)
 : 23	-2	-108	-9	-8	1	-2	0	-6
Cc1ccccc1N(C(=O)c1snc(C(N)=O)c1N)C(C(=O)NC1CCCC1)c1ccco1 (stereo not drawn)
 : 28	7	-305	2	-11	3	-32	-1	0
O=C(CCN1CCCC1Cc1ccccc1)c1ccc2c(c1)OCCO2 (stereo not drawn)
 : 5	-2	19	3	11	6	1	1	-7
CCc1nc(N)nc(N)c1-c1ccc(NCCN)c([N+](=O)[O-])c1
 : /	-11	16	-8	/	/	-4	/	/
CCOC(=O)c1c(-c2ccc(C)o2)csc1NC(=O)CN1CCC(C(N)=O)CC1
 : -1	39	-8	-3	-11	-7	-1	-13	-4
COc1ccc(-c2nnsc2N2C(=O)c3ccccc3C2=O)cc1
 : -1	17	11	-2	-25	-11	2	-9	0
C=CCc1cccc2cc(C(=O)NC3CCCCC3)c(=O)oc12
 : 7	8	-115	2	-18	2	0	2	0
CC(=O)N1CCOc2ccc(S(=O)(=O)NCC3CCC(C(=O)Nc4ccc(C)cn4)CC3)cc21 (stereo not drawn)
 : 0	0	9	-7	-1	6	-1	-1	-1
O=C(c1cnn2c(C(F)F)cc(-c3ccccc3)nc12)N1CCN2CCCC2C1 (stereo not drawn)
 : 4	-5	-96	-4	7	7	0	2	-3
Cn1c(=NC(=O)c2ccccc2[N+](=O)[O-])sc2cccc(F)c21
 : -14	0	24	-13	47	77*	3	20	-1
COc1ccc(N(C(=O)CNC(=O)c2ccco2)C(C(=O)NC2CCCCC2)c2ccncc2)cc1 (stereo not drawn)
 : 2	0	5	-3	-12	-8	4	-11	0
Cc1cc(C)c(C#N)c(N2CCCC(C(N)=O)C2)n1 (stereo not drawn)
 : 11	1	i	-4	-10	-9	-10	-8	0
O=C(Oc1cccc(C(=S)N2CCOCC2)c1)c1cc([N+](=O)[O-])cc([N+](=O)[O-])c1
 : 5	0	13	-3	3	11	0	3	-1
O=C(CNS(=O)(=O)c1ccc(Br)s1)N1CCN(c2ncccn2)CC1
 : /	-1	-9	-1	/	/	0	/	/
Cc1cc(C)c(NC(=O)CN2C(=O)NC3(CCCCC3)C2=O)c(Cl)c1
 : -12	4	10	-3	-4	-6	-1	-1	-2
CCOC(=O)c1c(NCc2ccc3c(c2)OCO3)c2ccccc2[nH]c1=O
 : 9	7	-1	2	-2	5	-1	-6	0
CCOc1ccc(-c2c(C(=O)N/N=C/c3ccc(OC)cc3)nnn2-c2nonc2N)cc1
 : -4	-8	-26	0	-2	2	3	0	-1
CCc1ccc(NC(=O)c2cnn(-c3ccccc3)c2C)cc1
 : -8	8	22	-13	59*	76*	0	41	0

# New compounds follow.
# Each structure is followed by: UBC13 inh	PfGluPho inh	SENP8 block-1	HKDC1 inh	SENP6 inh	SENP7 inh	SENP1 inh	SENP8 block-2	beta cell repl
Cc1ccc(CNC(=O)CCNS(=O)(=O)c2cccs2)cc1
 : -6	6	6	-2	-2	-10	0	-6	-2
CCOC(=O)c1c(C)nc2sc3c(c2c1-c1ccc(OC)cc1)NC(c1ccccc1)NC3=O (stereo not drawn)
 : ?	1	-387	-3	1	-5	-22	-6	9.2*
CC(C)c1ccc(NC(=O)/C(C#N)=C/c2ccncc2)cc1
 : 3	27	-5	10	3	-5	-1	6	-6
COC(=O)c1ccccc1NC(=O)c1ccc2c(c1)OCCCO2
 : 2	11	-20	0	-13	8	-1	-20	-2
O=C(c1ccc([N+](=O)[O-])cc1)N(Cc1cccs1)C1CCS(=O)(=O)C1 (stereo not drawn)
 : -7	-12	7	-2	-27	0	2	-6	-4
CCC(=Cc1ccc(CC)cn1)CC
 : 6	-1	5	-4	-7	2	-1	-4	-3
CCCCC(=O)Nc1cccc(NC(=O)C(C)C)c1
 : -6	-5	14	-4	-9	-5	1	-8	1
Cc1ccc(S(=O)(=O)NCCc2ccncc2)cc1C
 : -4	11	6	-11	3	3	-1	-2	-1
CSCCC(NC(=O)C1CCCCC1)c1nc2ccccc2[nH]1 (stereo not drawn)
 : 3	-4	7	-2	-3	0	0	5	-3
CCc1cc(=O)oc2c3c(cc(OCC(=O)NCCC(=O)O)c12)OC(C)(C)CC3
 : 14	-9	-262	7	5	-5	3	1	2
COc1ccccc1CNC(=O)C1CCC(CNc2c(N3CCCCC3)c(=O)c2=O)CC1 (stereo not drawn)
 : 6	-6	23	-6	-8	5	0	-10	-1
Cc1oc(-c2ccccc2F)nc1CS(=O)(=O)CC(=O)N1CCCCCC1
 : -2	-7	14	-5	4	-2	1	10	0
CCCc1ccc(OCC(O)CN2CCc3ccccc3C2)cc1 (stereo not drawn)
 : 6	4	17	-1	-8	8	0	-10	-2
Cc1c(NS(=O)(=O)c2cc(C(=O)N(C)Cc3ccccc3)ccc2Cl)c(=O)n(-c2ccccc2)n1C
 : -3	3	-11	1	13	-6	-2	2	-5
O=C(CCC1CCN(Cc2ccc(C#CCCO)cc2)CC1)NC1CC1
 : -1	-4	8	3	-18	6	2	-8	3
Cc1cccn2c(=O)nc(SCC(=O)N3CCCCCC3)nc12
 : -8	-3	-58	0	-1	2	1	-1	3
COc1cccc(C(=O)/C=C/Nc2ccc(S(=O)(=O)Nc3cnc4ccccc4n3)cc2)c1
 : 1	-6	-408	-4	-5	-5	-49	-9	-2
Cn1c(/C=C/c2ccc([N+](=O)[O-])o2)nc2ccccc2c1=O
 : -14	54	13	3	3	7	6	7	-4
CCn1c(SCC(=O)Nc2ccc3c(c2)OCCO3)nnc1-c1ccccn1
 : 3	44	8	9	-3	3	0	-2	0
Cc1c(NC(=O)c2csc3c2CCCC3)c(=O)n(-c2ccccc2)n1C
 : 3	11	6	-5	-4	2	-1	3	0

# Next part
# Each structure is followed by: UBC13 inh	PfGluPho inh	SENP8 block-1	HKDC1 inh	SENP6 inh	SENP7 inh	SENP1 inh	SENP8 block-2	beta cell repl
O=C(CNS(=O)(=O)c1ccccc1)OCC(=O)c1ccccc1Cl
 : -4	6	-1	-3	-2	12	3	-15	-4
CCc1cccc(Nc2c3c(nc4ncnn24)CCC3)c1
 : -9	1	10	-2	-26	-10	1	-6	-2
Oc1cccc(/C=N/Nc2cc(N3CCOCC3)nc(N3CCOCC3)n2)c1
 : -9	11	-66	8	6	9	-3	-2	-3
CSc1nnc(-c2ccccc2)c(=O)[nH]1
 : -7	3	17	-5	-20	-11	0	-10	-2
Cc1ccc2nc(-c3cccnc3)c(NC3CCCC3)n2c1
 : 4	-3	-226	5	3	2	12	1	0
Cc1cc(C)cc(NC(=O)CN2CCN(C(=O)C3CCCO3)CC2)c1 (stereo not drawn)
 : 1	14	-3	5	-4	2	3	-1	2
COc1cc(/C=N/NC(=S)NC(C)C)ccc1OCC(=O)Nc1c(C)cc(C)cc1C
 : -16	1	4	11	-14	2	-2	0	-1
Cc1ccccc1NC(=O)c1cccc(NC(=O)c2ccco2)c1
 : -2	2	25	1	12	5	1	15	-1
C=CCn1c(SCC(=O)NCc2ccc3c(c2)OCO3)nnc1C1CCCCC1
 : -4	-5	12	-2	-5	-12	0	-14	2
CC1=NNC(=O)C1CCC(=O)N/N=C/C=C/c1ccccc1 (stereo not drawn)
 : 3	5	6	-6	-3	-9	1	-2	-1
Cc1onc(-c2ccccc2)c1C(=O)Nc1ccc(Cl)cn1
 : 2	-2	13	1	-12	-5	1	7	-4
O=S(=O)(NCC1(N2CCOCC2)CCCCC1)c1ccc(F)c(F)c1F
 : 0	-2	6	4	5	-1	0	-3	2
COc1ccc(N2CCN(CCCNC(=O)CN3C(=O)COc4ccccc43)CC2)cc1
 : 3	0	16	3	3	3	0	-7	2
COc1ccc(NC(=O)CSc2nc(N)cc(N)n2)cc1S(=O)(=O)N1CCCCC1
 : 3	7	6	5	-5	13	3	-4	1
COc1cc(C(=O)Oc2cc(C)cc(C)c2)cc(OC)c1OC
 : -9	-10	12	2	1	6	1	-5	-3
O=C(NCC(=O)N(c1ccccc1F)C(C(=O)NC1CCCC1)c1ccncc1)c1ccco1 (stereo not drawn)
 : -1	2	-4	2	12	-1	1	1	-2
CCOC(=O)N1CCN(c2nc3ccc(C)cc3n3cnnc23)CC1
 : -3	5	-217	6	-16	0	0	-5	4
CC(NCCc1ccc(O)cc1)C(O)c1ccc(O)cc1 (stereo not drawn)
 : 3	-5	6	-5	7	2	1	11	7
COc1cccc(NC(=O)COc2ccc(Br)c(C)c2)c1
 : 2	-1	8	-1	-9	2	0	-16	1
O=C(c1ccc(NS(=O)(=O)c2cccc([N+](=O)[O-])c2)cc1)N1CCCCCC1
 : -2	2	19	-5	3	3	1	5	0

# Some of the entries above, set out differently.
Compound | UBC13 inh | PfGluPho inh | SENP8 block-1 | HKDC1 inh | SENP6 inh | SENP7 inh | SENP1 inh | SENP8 block-2 | beta cell repl
O=C(CNS(=O)(=O)c1ccccc1)OCC(=O)c1ccccc1Cl | -4 | 6 | -1 | -3 | -2 | 12 | 3 | -15 | -4
CCc1cccc(Nc2c3c(nc4ncnn24)CCC3)c1 | -9 | 1 | 10 | -2 | -26 | -10 | 1 | -6 | -2

# Further results follow:
# Each structure is followed by: UBC13 inh	PfGluPho inh	SENP8 block-1	HKDC1 inh	SENP6 inh	SENP7 inh	SENP1 inh	SENP8 block-2	beta cell repl
CC(C)[C@@H]1CN=C(N)N1C[C@@H]1CCCN1C[C@H](C)N1C[C@@H](Cc2ccccc2)N(CCc2ccc(Cl)c(Cl)c2)C1=N
 : 70*	4	12	1	12	-1	0	-6	1
Cc1ccc2oc(-c3ccc(C)c(NC(=O)Cc4cccs4)c3)nc2c1
 : 1	-9	-82	-4	-18	0	-9	-6	1
Cc1ccc(CNC(=O)C2CC(=O)N(C3CCCCCC3)C2)cc1 (stereo not drawn)
 : 5	-14	14	3	-18	-4	0	-6	0
O=C(N/C(=C\c1ccccc1)C(=O)N1CCOCC1)c1ccccc1Cl
 : -2	-5	0	1	5	3	-2	1	-1
COc1ccccc1N(CC(=O)NC(C)(C)C)S(=O)(=O)c1cccs1
 : 7	-4	20	-16	9	11	2	-4	0
CSc1nc(C)c(CCOC(=O)c2ccccc2)c(=O)[nH]1
 : -7	-6	29	-1	-3	-14	1	-5	-5
CC(=O)c1ccc(NC(=O)C(C)Nc2ccc(Cl)cc2)cc1 (stereo not drawn)
 : 15	4	6	-1	-1	6	1	4	-2
COc1cccc(COC(=O)Cc2ccc(S(=O)(=O)N3CCOCC3)s2)c1OC
 : 2	-12	13	-2	1	5	-1	4	3
CC1(C)C[C@H](O)[C@]2(CO)CC[C@]3(C)C(=CCC4[C@@]5(C)CC[C@H](O)C(C)(C)C5CC[C@]43C)[C@@H]2C1 (stereo partly drawn)
 : -27	-20	-5	8	-9	9	3	-5	-6
O=C(O)/C=C/C(=O)Nc1ccc(N2CCOCC2)nc1N1CCOCC1
 : -6	35	18	1	11	1	3	-3	1
CCOc1ccc2nc(/N=C/c3c(C)[nH]n(-c4ccccc4)c3=O)sc2c1
 : -25	-5	18	4	-6	-10	-69	-18	0
